POLI inh: inhibitors of human DNA polymerase iota | hit rate 1% among 390,000 | Pol iota fluorescent replication assay, 10 min | Q9UNA4 | Potency, µM (titrated, usually from 115 µM), inactives show top-dose activity, negative = inhibition, usual class: inhibitors; further: potency means the concentration at half of the fitted maximal effect
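Pol iota at 10 nM preincubated 15 min with compounds at room temperature; reaction started with fluorescent substrate, 50 nM final. Fluorescence read kinetically at 0 and 10 min; buffer-only wells as negative control.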
BLM helicase inh: Bloom syndrome helicase (human) inhibition; hit rate 0.2% among 350,000; P54132; recombinant BLM DNA unwinding, fluorescence dequenching; Potency, µM (highest dose often 56.1 µM), for the others: at the highest dose activity change, negative = inhibition, usual class: inhibitors;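 further: potency means the concentration at half of the fitted maximal effect; plate controls were vehicle for no effect and no enzyme for full effect; nearly all actives have a fitted effect of over 35% in size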
ERG-DNA inh: ERG Ets/DNA interaction inhibition; AID 624246; Potency, µM (highest dose often 76.9 µM), for inactives: at the highest dose FP activity, negative = inhibition, actives largely listed as inhibitors; hit rate 0.028% among 370,000; P11308; fluorescence polarization, His-ERG Ets domain / labelled DNA; active means well fitted inhibition curve with a large enough effect in the polarisation, with a control signal flat; inconclusive means small, poorly fitted or top-dose-only effect, or effect the other way, or a change in a side signal; inactive means no such curve, though single readings can be large or run the other way; the % refers to the polarisation;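 further: polarization taken with two DNA probes labelled with fluorescein and Texas red; potency means the concentration at half of the fitted maximal effect; % of control where 0% means no effect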
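His-tagged ERG Ets domain (1 uM in the protein solution; 300mM KCl, 50mM Tris-HCl, 1mM EDTA, 1mM DTT, pH 7.5) received compound, then a probe mix of 5 nM fluorescein-DNA and 100nM Texas-615-DNA. Fluorescence polarization was read for both dyes.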
Pol kappa inh: blocks human DNA polymerase kappa activity; Potency, µM (highest dose often 107 µM), inactives show at the highest dose activity, negative = inhibition, most hits filed as inhibitors; AID 588579; Q9UBT6; purified Pol kappa, fluorescent DNA synthesis assay, 10 min; hit rate 0.53% among 400,000; further: potency means the concentration at half of the fitted maximal effect; on the % scale 0 is the no-effect control and ±100 the full control effect
Target sequence (Q9UBT6 whole entry, looked up): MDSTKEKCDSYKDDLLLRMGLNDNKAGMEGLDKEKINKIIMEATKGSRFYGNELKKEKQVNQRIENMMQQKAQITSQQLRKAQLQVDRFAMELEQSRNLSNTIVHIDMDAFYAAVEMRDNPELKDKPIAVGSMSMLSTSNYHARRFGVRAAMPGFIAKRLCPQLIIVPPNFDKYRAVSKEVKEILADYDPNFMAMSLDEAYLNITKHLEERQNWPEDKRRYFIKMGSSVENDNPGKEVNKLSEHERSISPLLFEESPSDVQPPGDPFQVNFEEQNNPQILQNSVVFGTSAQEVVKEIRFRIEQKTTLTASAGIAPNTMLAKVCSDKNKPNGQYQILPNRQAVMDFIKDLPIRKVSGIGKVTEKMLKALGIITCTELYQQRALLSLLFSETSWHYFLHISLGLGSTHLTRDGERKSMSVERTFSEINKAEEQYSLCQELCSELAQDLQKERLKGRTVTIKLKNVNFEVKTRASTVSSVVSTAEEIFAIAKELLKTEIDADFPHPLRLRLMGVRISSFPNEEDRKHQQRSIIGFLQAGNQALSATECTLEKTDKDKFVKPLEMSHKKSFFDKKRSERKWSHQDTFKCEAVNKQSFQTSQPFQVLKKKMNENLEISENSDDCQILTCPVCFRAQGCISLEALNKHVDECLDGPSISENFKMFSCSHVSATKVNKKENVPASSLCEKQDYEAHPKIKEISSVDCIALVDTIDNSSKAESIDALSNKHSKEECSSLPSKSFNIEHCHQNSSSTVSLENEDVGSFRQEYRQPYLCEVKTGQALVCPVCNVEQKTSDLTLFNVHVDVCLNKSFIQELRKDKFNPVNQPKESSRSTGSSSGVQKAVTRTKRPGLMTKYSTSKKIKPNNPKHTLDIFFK
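Activity was followed as the change in fluorescence between reads at 0 and 10 min after starting the reaction with 50 nM substrate. Beforehand, 10 nM polymerase had been preincubated with compound for 15 min at room temperature.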
POLB inh: blocks human DNA polymerase beta activity. P06746. Pol beta primer extension/strand displacement, fluorescence kinetic. Potency, µM (series often up to 114 µM), for the others: top-dose activity change, negative = inhibition, actives largely listed as inhibitors. hit rate 1.3% among 340,000; further: potency means the concentration at half of the fitted maximal effect; on the % scale 0 is the no-effect control and ±100 the full control effect
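Kinetic readout of DNA synthesis with strand displacement by Pol beta. Compound and 10 nM enzyme sit 15 min at room temperature; 50 nM substrate starts the reaction, read immediately and at 10 min.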
APE1 inh: inhibitors of human APE1 endonuclease | P27695 | recombinant APE1, TAMRA/BHQ-2 abasic DNA cleavage fluorescence | Potency, µM (highest dose often 65.8 µM), inactives show at the highest dose activity change, negative = inhibition, most hits filed as inhibitors | hit rate 0.35% among 350,000;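 further: potency means the concentration at half of the fitted maximal effect; plate controls were vehicle for no effect and reference inhibitor for full effect; nearly all actives have a fitted effect of over 55% in size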
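Substrate: short duplex with […] THF abasic site, 5'-TAMRA and 3'-BHQ-2, 50 nM final. APE1 at 0.75 nM, preincubated 15 min RT with compound. Fluorescence increase from first to third read measured activity.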
ALOX12 inh: inhibitors of human 12S-lipoxygenase ALOX12. purified 12hLO, xylenol orange hydroperoxide absorbance. Potency, µM (highest dose often 108 µM), for the others: top-dose activity change, negative = inhibition, actives largely listed as inhibitors. hit rate 1.1% among 580,000; further: potency means the concentration at half of the fitted maximal effect; on the % scale 0 is the no-effect control and ±100 the full control effect
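Purified human 12hLO at 150 nM in 25 mM Hepes, 0.01% Triton X-100, pH 7.0, preincubated 15 min at room temperature with compound. Reaction started with 40 uM arachidonic acid, 30 min at room temperature. Hydroperoxide measured by Fe-xylenol orange, 573/405 nm absorbance ratio.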
TRHR ag: TRH receptor (human) agonism. P34981. TRHR cells, calcium flux fluo-8, FDSS agonist mode. activation, % at 2 µM. hit rate 0.18% among 360,000. AID 493084; in the data active means activation above about 30%; further: 0% is about no effect
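TRHR-expressing cells loaded with fluo-8 calcium dye; 23 nL library compound pin-transferred, kinetic FDSS fluorescence (Ex 480/Em 530) recorded about 180 s for agonist-induced calcium release, before a 10 nM TRH EC20 addition for potentiator mode.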
Apoferritin bind: binds horse apoferritin like a general anesthetic; P02791; apoferritin/1-aminoanthracene competitive binding, fluorescence; Potency, µM (series often up to 77.5 µM), without a hit: at the top dose activity change, negative = displacement, most hits filed as inhibitors; hit rate 0.074% among 350,000; AID 485281; further: potency means the concentration at half of the fitted maximal effect; on the % scale 0 is the no-effect control and ±100 the full control effect; nearly all actives have a fitted effect of over 20% in size
Target sequence (P02791 2-175 limits assumed): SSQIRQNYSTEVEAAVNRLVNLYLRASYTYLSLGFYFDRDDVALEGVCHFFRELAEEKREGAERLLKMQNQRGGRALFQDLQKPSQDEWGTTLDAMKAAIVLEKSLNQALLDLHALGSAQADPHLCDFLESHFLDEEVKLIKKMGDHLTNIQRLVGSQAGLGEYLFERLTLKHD
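Read-out: endpoint 1-AMA fluorescence, excitation 380 nm and emission 535 nm, after compounds sit 10 min at room temperature with 10 uM horse-spleen apoferritin in 50% saturated 1-AMA/PBS. Values come from four-parameter Hill fits.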
Active calls of the source: *; ? = inconclusive; . = no result given; & = joins results of further samples; [ ] = remark or other dose. Unless noted, the call rests on the fitted dose curve; in most records, active means well fitted curve in the direction sought with a large enough effect; inconclusive means small, poorly fitted or top-dose-only effect, or another doubt; inactive means no such curve, though single readings can be large; an effect the other way counts as inactive or inconclusive. This is a subset; rates above refer to the full screens.

Values run as follows: POLI inh | BLM helicase inh | ERG-DNA inh | Pol kappa inh | POLB inh | APE1 inh | ALOX12 inh | TRHR ag | Apoferritin bind
> CCC1CCCCN1C(=S)NC(=O)c1cccs1 (stereo not given)
→ 43%[activator] | -3% | 4% | -7% | 3% | 0% | -17% | -0.3 | -9%
> COc1ccc(N/C=C/C(=O)c2ccc3c(c2)OCO3)cc1OC
→ -3% | -3% | -2% | -16% | -2% | -3% | -24% | 0.1 | -15%
> CCn1c(=S)[nH]c2c(=O)n(C)c(=O)n(C)c21
→ ? | . | 5% | -8% | . | . | -21% | . | .
> Cc1cc(OC(C)C(=O)N2CCN(c3ccc(F)cc3)CC2)c2c(C)c(C)c(=O)oc2c1 (stereo not given)
→ 45%[activator] | -3% | 5% | 8% | 50% | 27% | -13% | -0.3 | -2%
> CCOc1ccccc1NC(=O)NCc1cccnc1
→ 29% | 1% | -9% | 1% | 34% | -6% | 7% | 1.6 | -2%
> CCOc1ccccc1NC(=O)C(OC(=O)c1cnccn1)c1ccccc1 (stereo not given)
→ 35%[activator] | . | -2% | 6% | . | 9% | -22% | -0.7 | .
> CCCn1cnnc1CNC(=O)C1CCC(=O)N(CCc2cccc(F)c2)C1 (stereo not given)
→ -16% | -1% | 2% | -4% | 34% | 24% | 3% | 0.3 | -3%
> COC1=CCC2([N+](=O)[O-])CN(CC(=O)O)CC1([N+](=O)[O-])C2 (stereo not given)
→ 23% | 1% | 3% | 0% | 3% | -3% | -6% | 0.2 | 6%
> CCOC(=O)c1ccc(S(=O)(=O)NNS(=O)(=O)c2ccc(C)cc2)cc1
→ 12% | -3% | 4% | -6%[60.1 µM] | 5% | 20% | ? | -0.2 | 3%
> Cc1c2c(nc3ccccc13)CCC(C)C2 (stereo not given)
→ 81%[activator] | 4% | 14% | -1% | -15% | 16% | -15% | 1.1 | -17%
> CCc1ccc(NC(=O)CSc2nc3c(c(=O)[nH]2)CN(Cc2ccc4c(c2)OCO4)CC3)cc1
→ 18% | -3% | 1% | -2% | 0% | . | -6%&-4% | 0.1 | 3%
> Cc1ccc2c(c1)COc1c3ccc(C(=O)N[C@@H](C)CO)cc3nn1-2
→ -4% | -5% | -1% | 3% | 2% | -9% | 3% | -1.5 | 39%[activator]
> O=S(=O)(Nc1cccc(-c2ccc(N3CCCC3)nn2)c1)c1cc(F)ccc1F
→ 15% | -2% | 7% | -3%[60.1 µM] | 14% | . | -13% | -0.8 | -11%
> COc1cccc(CNc2nc3ccccc3c3nc(-c4cccc(C)c4)nn23)c1
→ 11% | -9% | -4% | -2% | 27% | . | -6% | 0.8 | 14%
> CC(C)Cc1cc(C(=O)Nc2cc(Br)ccc2O)no1
→ 11% | -9% | -1% | -22% | -5% | -6% | 5% | 1.0 | -8%
> CCOC(=O)c1oc2ccccc2c1COC(=O)CNC(=O)c1cccc(C)c1
→ 12% | 0% | 0% | -4% | -14% | -8% | ? | 0.2 | ?
> COc1ccc(C2=C(C)C(=O)N(Cc3ccc(C(=O)NC(C)c4ccccc4)cc3)S2(=O)=O)cc1 (stereo not given)
→ 17% | -4% | 1% | 0% | -23% | . | -13% | 0.0 | ?
> C=CCSc1nnc(NC(=O)C23CC4CC(CC(NC(C)=O)(C4)C2)C3)s1
→ -11% | -13% | 0% | -2% | 19% | 30% | 0% | 2.4 | -11%
> CCOc1cc(N2CCOCC2)c(OCC)cc1NC(=O)CSc1nnc(N)s1
→ 31%[activator] | . | 6% | -14% | . | 21% | -24% | . | .
> COc1cc(/C=N/NS(=O)(=O)c2ccccc2)ccc1OS(=O)(=O)c1ccc(C)cc1
→ 6% | -7% | -2% | -8% | -21% | -5% | -3% | -0.9 | 4%

Values run as follows: POLI inh | BLM helicase inh | ERG-DNA inh | Pol kappa inh | POLB inh | APE1 inh | ALOX12 inh | TRHR ag | Apoferritin bind
> COc1ccc(C2CC(c3ccc([N+](=O)[O-])cc3)=NN2C(C)=O)cc1 (stereo not given)
→ ? | -2% | 5% | -10% | 22% | 8% | -20% | 0.1 | -20%
> O=C(NCc1ccccc1)C(Cc1ccccc1)NS(=O)(=O)c1cccc2nsnc12 (stereo not given)
→ 4% | 0% | . | -9% | 0% | 12% | 7% | -0.3 | -15%
> Cc1cc(C)cc(-n2cnc3cc(C(=O)NC4CCCCCC4)ccc32)c1
→ -1% | -5% | 2% | -2%[60.1 µM] | -14% | . | -60% | 0.0 | ?
> CCOc1cccc(OCCCn2c(-c3ccc(Br)cc3)nc3ccccc3c2=O)c1
→ 4% | -8% | 1% | -5% | 6% | . | -15% | 1.1 | 4%
> CCN(CC)S(=O)(=O)c1ccc2c(c1)c(=O)c(C(=O)N1CCc3ccccc3C1)cn2C
→ 15% | -4% | -4% | -4% | -17% | 1% | -8% | -0.9 | -7%
> Cc1nc2c3ccccc3nc(NNC(=O)CCC(=O)N3CCN(c4cccc(Cl)c4)CC3)n2n1
→ 18% | 6% | 0% | -1% | 0% | . | 2% | -0.4 | 2%
> COc1cccc(CN2CCNC(=O)C2CC(=O)NCCN2CCOCC2)c1OC (stereo not given)
→ 15% | -2% | -8% | -4% | 76% | -6% | ? | 0.4 | -3%
> CC(=O)c1c(C)[nH]c(C(=O)N2CCc3ccccc3C2)c1C
→ 8% | -2% | -3% | -9% | 21% | -8% | 0% | -0.4 | -10%
> Cc1cc(NC(=O)c2cccc(S(=O)(=O)N3CCCCCC3)c2)no1
→ 0%[58.9 µM] | 0% | 5% | -5% | -1% | 9% | 13% | 1.3 | -15%
> O=C(Nc1ccc2c(c1)oc1ccccc12)c1ccc2c(c1)OCO2
→ -5% | -2% | -1% | -4% | 4% | -4% | -3% | 1.5 | -10%
> Cc1c(Cl)c(C(=O)N2CCCc3ccccc32)nn1C
→ 0% | 0% | -4% | 6% | 38% | 23% | 5% | 2.0 | ?
> CCSc1ccccc1C(=O)NCc1ccco1
→ -10% | -6% | 3% | -5% | 1% | 0% | -4% | -0.2 | -3%
> CN(CC(=O)Nc1ccc(N2CCOCC2)cc1)C(=O)CCc1cc(C(C)(C)C)c(O)c(C(C)(C)C)c1
→ -13% | . | . | -8% | . | 25% | -11% | 0.0 | .
> COc1cc(/C=N/NC(=O)C(=O)NCC2CCCO2)ccc1OCC(=O)N1CCOCC1 (stereo not given)
→ 93%[activator] | -1% | -16% | -6% | 2% | 2% | 5% | -1.1 | -7%
> Cc1ccc2ncc3c(-c4ccccc4)nn(CC(=O)NC4CCCCC4)c3c2c1
→ 10% | 0% | -1% | 4% | 15% | . | -21% | 0.4 | 3%
> COc1ccc(N(CC(=O)NCc2ccc3c(c2)OCO3)C(=O)c2csnn2)cc1
→ 108%[activator] | 0% | -3% | -25% | 23% | 1% | -27% | 0.0 | 5%
> CCc1cccc(NC(=O)Cn2nc3c4cc(F)ccc4n(Cc4cccc(C)c4)cc-3c2=O)c1
→ 0% | -2% | -9% | -10% | 1% | . | ? | -0.3 | -4%
> COc1ccc(C(=O)CSc2nnc(CNC(=O)c3ccc(OC)cc3)n2C)cc1
→ -5% | -2% | . | -1% | ? | 0% | 0%[57.4 µM] | 1.3 | -1%
> Cc1nc2c(cc1C#N)C(=O)c1ccccc1-2
→ 73%[activator] | -4% | 8% | -11% | 2% | 0% | -8% | 1.4 | -3%
> COc1ccc(N2CC(C(=O)Nc3nnc(SCC(=O)NC4CCCC4)s3)CC2=O)cc1 (stereo not given)
→ ? | -7% | -1% | -4% | ? | 28% | ? | 0.4 | -17%

Values run as follows: POLI inh | BLM helicase inh | ERG-DNA inh | Pol kappa inh | POLB inh | APE1 inh | ALOX12 inh | TRHR ag | Apoferritin bind
> COc1cc(/C=N/NC(=O)C(=O)Nc2ccccn2)ccc1O
→ 33%[activator] | 2% | 3% | -6% | -10% | -2% | -9% | 0.4 | -12%
> COc1ccc(Nc2ncnc3sccc23)cc1OC
→ 3% | -5% | ? | 1% | 7% | -1% | -23% | -1.0 | 1%
> CCN(CC)CC(=O)Nn1c(C)nc2c(ncn2-c2ccccc2)c1=O
→ 15% | -3% | -5% | -4% | 31%[activator] | 13% | 120%[activator] | -1.5 | 11%
> CN1CCN(c2nc3c(c(=O)n(C)c(=O)n3C)n2CCSc2nc3ccccc3s2)CC1
→ -4% | 2% | -6% | -16% | 4% | 12% | . | 1.6 | -8%
> COc1cc(-c2nnc3sc(-c4cccs4)nn23)cc(OC)c1OC
→ -22% | 4% | -8% | -7% | 0% | -3% | 15% | -0.5 | -12%
> CCn1c(Oc2ccc(F)cc2)nc2c1c(=O)n(C)c(=O)n2C
→ 37% | 1% | 5% | 1% | 41% | 14% | 7% | 0.0 | -8%
> O=C(CN(Cc1cccs1)S(=O)(=O)c1ccc(S(=O)(=O)NC2CCCCC2)cc1)Nc1ccccc1
→ -4% | -6% | 12% | -4% | 4% | 13% | 6% | 0.9 | 1%
> O=C(Nc1ccccc1F)c1coc(=O)c(Br)c1
→ 28µM* | 68%[activator] | 48%[activator] | 32µM* | 13µM* | ? | ? | 2.3 | 12%
> O=C(NC(NC(=O)c1ccccc1)c1ccccc1)c1ccccc1
→ ? | -3% | . | -16% | 1% | 0% | -28% | 1.0 | -6%
> Cc1nc2ccccc2c(=O)n1NCc1cc(Br)cs1
→ 13% | -1% | . | -20% | -2% | -1% | 3% | -0.3 | -11%
> CCc1nnc(NC(=O)COc2ccc(N(C)S(=O)(=O)c3ccc(C)cc3)cc2)s1
→ 9% | -2% | -1% | 1% | 1% | -1% | -6% | 0.5 | -18%
> Cc1ccc(Nc2nc3ccc(C(=O)c4ccccc4)cc3n3c(C)nnc23)c(C)c1
→ 17% | -1% | 40%[activator] | 1% | 37% | . | -15% | 0.9 | 1%
> CN(C)c1ccc(NC(=O)CN2C(=O)c3ccccc3C2=O)cc1
→ 149%[activator] | -4% | 2% | -9% | 11% | 12% | ? | 0.0 | -13%

Bioassay records as filed in PubChem BioAssay.
